Growth percent in the NCI-60 one-dose screen (48 h, 10 µM unless noted): 100 = growth as untreated, 0 = no growth, -100 = all killed.
KM12 = KM12 colon cancer cells. 82,000 compounds, 5% hits. AID 1794800
HCT-116 = HCT-116 colon cancer; AID 1794798; 82,000 compounds, 7.3% hits
HCT-15 = HCT-15 colon cancer; AID 1794746; 82,000 compounds, 5.2% hits
COLO 205 = COLO 205 colon cancer; 79,000 compounds, 7.3% hits; AID 1794742
NCI-H322M = NCI-H322M lung cancer | 80,000 compounds, 2.7% hits | AID 1794733
SNB-75 = SNB-75 CNS cancer; 79,000 compounds, 5% hits; AID 1794750
SW-620 = SW-620 colon cancer; 82,000 compounds, 5.2% hits
HT29 = HT29 colon cancer; 81,000 compounds, 7.4% hits
HCC-2998 = HCC-2998 colon cancer; 79,000 compounds, 4.7% hits; AID 1794799
Numbers without * were called inactive; [ ] = dose if it differs, or a comment. The calls were made as follows: active = growth percent below 10; inactive = the rest.

COc1cccc(NC(=O)c2sc3nc(C)c(C(O)c4ccccc4)cc3c2N)c1 (configuration not stated) was read as KM12 18.0, HCT-116 8.9*, HCT-15 14.6, COLO 205 5.4*, NCI-H322M 49.7, SNB-75 54.2, SW-620 26.5, HT29 13.3 and HCC-2998 10.0*.
`CC(C)C(C(=O)Nc1ccccc1O)N1C(=O)/C(=C/c2ccc(Br)cc2)SC1=S` (configuration not stated) gave KM12 104.2, HCT-116 97.1, HCT-15 92.6, COLO 205 124.6, NCI-H322M 96.4, SNB-75 79.1, SW-620 102.6, HT29 109.1 and HCC-2998 97.8.
`CC1OC(C(=O)N2CCN(CCO)CC2)CC1COC1CCCCC1` (configuration not stated) gave KM12 101.2[50 µM], HCT-116 97.0[50 µM], HCT-15 101.6[50 µM], COLO 205 105.2[50 µM], NCI-H322M 90.9[50 µM], SNB-75 88.3[50 µM], SW-620 100.9[50 µM], HT29 106.3[50 µM] and HCC-2998 108.9[50 µM].
CCOC(=O)c1ccc(-n2nc(C(=O)NCCC(=O)O)nc2-c2ccccc2)cc1 was read as KM12 99.8, HCT-116 91.0, HCT-15 99.9, COLO 205 114.8, NCI-H322M 105.3, SNB-75 95.1, SW-620 94.4, HT29 107.0 and HCC-2998 99.7.
`COc1ccc(/C=C2\Cc3cc4c(cc3C2=O)OCO4)c(OC)c1` gave KM12 63.6, HCT-116 54.9, HCT-15 66.5, COLO 205 104.2, NCI-H322M 89.1, SNB-75 99.1, SW-620 74.4, HT29 105.0 and HCC-2998 97.7.
O=C(CN1CCN(c2cc(=O)[nH]c3ccc(F)cc23)CC1)Nc1ccc(F)cc1 was read as KM12 90.7, HCT-116 86.2, HCT-15 91.0, COLO 205 106.9, NCI-H322M 86.8, SNB-75 88.7, SW-620 104.0, HT29 103.1 and HCC-2998 111.7.
For COc1c2ccoc2c(/C=C/C=O)c2oc(-c3ccccc3)cc(=O)c12 the results were KM12 91.4, HCT-116 -56.6*, HCT-15 3.1*, COLO 205 116.0, NCI-H322M 87.7, SNB-75 95.2, SW-620 10.0, HT29 87.1 and HCC-2998 104.0.
Screening COc1ccc(-c2cc(C(=O)N3CCC(Cc4ccccc4)CC3)nn2-c2ccc(S(C)(=O)=O)cc2)cc1 returned KM12 103.9, HCT-116 95.5, HCT-15 99.7, COLO 205 116.2, NCI-H322M 97.5, SNB-75 91.7, SW-620 105.8, HT29 112.5 and HCC-2998 109.0.
`C/C(Cc1ccc(Cl)cc1)=C(/c1ccc(Cl)cc1)c1ccc(OCCN(C)C)cc1` gave KM12 27.9, HCT-116 16.5, HCT-15 2.2*, COLO 205 -59.2*, NCI-H322M 91.2, SNB-75 68.7, SW-620 -32.4*, HT29 8.1* and HCC-2998 1.6*.
`CC(C)(C)OC(=O)n1cc(-c2nc(-c3c[nH]c4c(Cl)nccc34)cs2)c2ccccc21` gave KM12 87.2, HCT-116 87.3, HCT-15 82.9, COLO 205 78.1, NCI-H322M 110.3, SNB-75 82.1, SW-620 89.7, HT29 82.5 and HCC-2998 103.0.
For COc1ccc(/C=C(/C(C)=O)c2ccccc2)cc1 the results were KM12 100.4, HCT-116 85.7, HCT-15 97.6, COLO 205 95.2, NCI-H322M 100.1, SNB-75 82.7, SW-620 109.6, HT29 83.4 and HCC-2998 116.8.
`c1ccc2cc(Cn3cc(CSc4nc5ccccc5s4)nn3)ccc2c1` gave KM12 100.4, HCT-116 96.3, HCT-15 106.8, COLO 205 102.0, NCI-H322M 97.6, SNB-75 101.1, SW-620 94.5, HT29 95.7 and HCC-2998 102.0.
Screening Cc1ccc(NC(=O)/N=c2\oc3ccccc3cc2-c2cc3ccccc3[nH]2)cc1 returned KM12 92.9, HCT-116 82.5, HCT-15 92.5, COLO 205 119.9, NCI-H322M 94.8, SNB-75 82.2, SW-620 100.4, HT29 112.4 and HCC-2998 101.0.
`C[C@H]1[C@H](C)CC[C@]2(C(=O)N3CCN(C)CC3)CC[C@]3(C)C(=CC[C@@H]4[C@@]5(C)C/C(=C/c6cccc([N+](=O)[O-])c6)C(=O)C(C)(C)[C@@H]5CC[C@]43C)[C@H]12` gave KM12 57.1, HCT-116 27.6, HCT-15 38.9, COLO 205 73.6, NCI-H322M 94.2, SNB-75 46.2, SW-620 39.4, HT29 55.6 and HCC-2998 70.8.
`O=C(CCc1nnc2n1N=C(c1ccccc1)CS2)c1nc2ccccc2[nH]1` gave KM12 95.4, HCT-116 98.3, HCT-15 92.3, NCI-H322M 89.6, SNB-75 98.8, SW-620 107.5, HT29 106.4 and HCC-2998 103.8.
CS(=O)(=O)c1ccc(C(=O)N/N=C/c2cccc3ccccc23)cc1 was read as KM12 50.8, HCT-116 61.8, HCT-15 49.8, COLO 205 85.7, NCI-H322M 93.9, SNB-75 89.7, SW-620 63.2, HT29 49.5 and HCC-2998 84.5.
CC1(C)c2[nH]c3ccccc3c2C[C@]2(C)[C@H]3CC=C4[C@@H]5C[C@@](C)(C(N)=O)CC[C@]5(C)CC[C@@]4(C)[C@]3(C)CC[C@@H]12 was read as KM12 58.2, HCT-116 40.9, HCT-15 50.9, COLO 205 58.9, NCI-H322M 76.1, SNB-75 101.0, SW-620 61.2, HT29 62.7 and HCC-2998 69.6.
Screening COc1ccc(C(=O)N2NC(=O)/C(=C/c3ccc(Br)cc3)N=C2c2ccccc2)cc1 returned KM12 99.6, HCT-116 75.5, HCT-15 94.8, COLO 205 105.2, NCI-H322M 90.6, SW-620 91.3, HT29 93.2 and HCC-2998 104.5.
Screening N#CC1=C(N)n2nc(-c3ccncc3)nc2NC1c1ccc(Cl)cc1 (configuration not stated) returned KM12 100.4, HCT-116 84.7, HCT-15 97.2, COLO 205 108.1, SNB-75 101.7, SW-620 102.5, HT29 84.3 and HCC-2998 107.1.
Screening Cc1ccc2oc(=O)cc(-c3cc(C)nc(N)c3C#N)c2c1 returned KM12 85.4, HCT-116 82.6, HCT-15 84.1, COLO 205 90.9, NCI-H322M 86.4, SNB-75 82.3, SW-620 97.8, HT29 72.4 and HCC-2998 100.6.
`CC(=O)c1sc(-c2cccc(C(F)(F)F)c2)cc1O` gave KM12 103.2, HCT-116 93.6, HCT-15 102.1, COLO 205 98.5, NCI-H322M 103.2, SNB-75 93.8, SW-620 98.8, HT29 96.2 and HCC-2998 110.8.
Cc1ccc(S(=O)(=O)CCc2cc[n+](C)cc2)cc1 was read as KM12 101.8, HCT-116 109.8, HCT-15 118.1, COLO 205 113.8, NCI-H322M 91.4, SNB-75 98.6, SW-620 101.7, HT29 89.4 and HCC-2998 104.6.
For Cc1nc(C)c(CN2CCn3c(nnc3C(F)(F)F)C2)s1 the results were KM12 103.7, HCT-116 101.1, HCT-15 94.4, COLO 205 110.5, NCI-H322M 102.3, SW-620 104.8, HT29 109.6 and HCC-2998 119.1.
For COc1ccc(-n2nc3c(c(C#N)c2=O)CC(c2ccc(Cl)cc2)C([N+](=O)[O-])=C3O)cc1 (configuration not stated) the results were KM12 94.6, HCT-116 94.5, HCT-15 107.8, COLO 205 107.7, NCI-H322M 100.5, SNB-75 81.4, SW-620 101.3, HT29 109.6 and HCC-2998 104.1.
For C[C@]12CC[C@@H]3c4cc(O)c(O)cc4CC[C@H]3[C@@H]1CC[C@@H]2O the results were KM12 74.5, HCT-116 37.9, HCT-15 30.0, COLO 205 114.5, NCI-H322M 60.6, SNB-75 -14.5*, SW-620 30.7, HT29 96.4 and HCC-2998 91.4.
For Nc1cc([N+](=O)[O-])ccc1OCc1ccccc1 the results were KM12 104.2, HCT-116 110.3, HCT-15 95.9, COLO 205 111.4, NCI-H322M 123.8, SNB-75 114.8, SW-620 103.8, HT29 84.9 and HCC-2998 98.5.
`COc1cccc(C2C3=C(COC3=O)N(CCO)c3cc(OC)ccc32)c1` (configuration not stated) gave KM12 -5.8*, HCT-116 10.6, HCT-15 11.3, COLO 205 -16.4*, NCI-H322M 44.0, SNB-75 27.2, SW-620 21.0 and HT29 -8.7*.
For c1ccc(CNc2ccc3nc(CCC4CCCCC4)[nH]c3c2)cc1 the results were KM12 66.7, HCT-116 54.6, HCT-15 26.8, COLO 205 1.2*, NCI-H322M 86.7, SNB-75 84.9, SW-620 67.8, HT29 13.8 and HCC-2998 45.8.
For N#C/C(=C/c1ccc2c(c1)OCO2)C(=O)c1ccccc1 the results were KM12 97.9, HCT-116 89.0, HCT-15 103.9, NCI-H322M 86.9, SNB-75 91.2, SW-620 101.3, HT29 110.8 and HCC-2998 105.6.
For Nc1ccc2c(c1)C(=O)c1cc(C(=O)O)ccc1-2 the results were KM12 100.0, HCT-116 102.6, HCT-15 105.4, COLO 205 119.0, NCI-H322M 100.8, SNB-75 99.5, SW-620 116.3, HT29 118.9 and HCC-2998 102.5.
`CC/C(=C\c1ccc(OC)c(OC)c1)c1nc2ccccc2c(=O)[nH]1` gave KM12 111.9, HCT-116 116.6, HCT-15 93.8, NCI-H322M 99.9, SNB-75 95.3, SW-620 107.9, HT29 99.7 and HCC-2998 82.8.
For CN(N=O)c1ccc(Cc2ccc(N(C)N=O)cc2)cc1 the results were KM12 75.8, HCT-116 87.7, HCT-15 97.1, COLO 205 96.7, NCI-H322M 93.2, SNB-75 88.3, SW-620 103.7, HT29 84.8 and HCC-2998 93.2.
`Cc1cc(C)c2cc(C(=O)N3CCN(CCCC4CCCCC4)CC3)[nH]c2c1` gave KM12 101.5, HCT-116 100.1, HCT-15 99.3, NCI-H322M 111.8, SNB-75 92.8, SW-620 95.8, HT29 96.0 and HCC-2998 99.2.
N#CC1=C(N2CCOCC2)NC(c2cccc([N+](=O)[O-])c2)c2sc3c(F)cccc3c21 (configuration not stated) was read as KM12 94.9, HCT-116 95.5, HCT-15 104.8, COLO 205 116.7, NCI-H322M 105.6, SNB-75 94.5, SW-620 95.9, HT29 104.4 and HCC-2998 123.2.
`CC(=O)Nc1ccc(Cl)cc1C(N)=O` gave KM12 91.3, HCT-116 96.7, HCT-15 98.7, COLO 205 102.1, NCI-H322M 99.2, SNB-75 75.2, SW-620 96.2, HT29 100.3 and HCC-2998 104.3.
Screening COc1ccc(CNc2ccccn2)cc1 returned KM12 153.6, HCT-116 117.4, HCT-15 98.2, COLO 205 142.4, NCI-H322M 104.3, SNB-75 87.2, SW-620 121.2, HT29 106.9 and HCC-2998 117.6.
COc1cc2cc(Oc3ccc(NC(=O)Nc4ccc(F)c(C(F)(F)F)c4)cc3)c(C)nc2cc1OCCN(C)C was read as KM12 102.3, HCT-116 106.8, HCT-15 29.2, COLO 205 117.3, NCI-H322M 101.7, SNB-75 98.8, SW-620 53.7, HT29 66.5 and HCC-2998 104.0.
Screening CO[C@H]1/C=C/O[C@@]2(C)Oc3c(C)c(O)c4c(O)c(c5c(nc6cc(C)ccn65)c4c3C2=O)NC(=O)/C(C)=C\C=C\[C@H](C)[C@H](O)[C@@H](C)C(O)[C@@H](C)[C@H](OC(C)=O)[C@@H]1C (some centres not stated) returned KM12 108.0, HCT-116 94.9, HCT-15 103.5, COLO 205 0.5*, NCI-H322M 97.4, SNB-75 86.4, SW-620 114.2, HT29 96.7 and HCC-2998 105.9.
Screening N#C/C(=C\c1ccc2ccccc2c1)c1cc2ccccc2[nH]1 returned KM12 25.5, HCT-116 16.8, HCT-15 22.5, COLO 205 24.9, NCI-H322M 63.3, SNB-75 35.6, SW-620 15.8, HT29 10.9 and HCC-2998 60.4.
N#Cc1cc([N+](=O)[O-])ccc1Cl was read as KM12 112.4, HCT-116 100.1, HCT-15 101.5, COLO 205 118.5, NCI-H322M 107.8, SNB-75 89.6, SW-620 106.9, HT29 110.0 and HCC-2998 108.9.
For Nc1ccccc1NC(=O)c1ccc(CN2CCC/C(=C\c3cccc(Cl)c3)C2=O)cc1 the results were KM12 4.6*, HCT-116 6.1*, HCT-15 15.4, COLO 205 -51.8*, NCI-H322M 40.8, SNB-75 16.5, SW-620 23.9, HT29 1.4* and HCC-2998 12.4.
For O=C(N/N=C/c1cc2ccccc2c2ccccc12)c1cc(O)c(O)c(O)c1 the results were KM12 83.2, HCT-116 26.0, HCT-15 60.0, COLO 205 72.7, NCI-H322M 74.6, SNB-75 56.4, SW-620 25.4, HT29 94.8 and HCC-2998 94.5.
